Assay outcomes deposited in PubChem BioAssay by several laboratories.
ZTA counter: ZTA (EBV) inhibition in EBNA-1 counter-screen | actives 0.15% (n = 320,000) | inhibition, % at 11 µM | ZTA-DNA binding, fluorescence polarization | P03206; in the data active = inhibition above about 33%
Fam108B counter: Fam108B inhibition, counter-screen for RBBP9 inhibitors | actives 0.33% (n = 300,000) | inhibition, % at 9.51 µM | AID 1947 | recombinant Fam108B, FP-Rh probe fluorescence polarization;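 active = inhibition above the screen mean inhibition plus 3 SD, computed separately per campaign, cut at about 18% in these data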;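 also: inhibitors lower polarization as less probe binds the enzyme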
MCL1-BIM inh: MCL1-BIM-BH3 interaction inhibition (human) | inhibition, % at 10.9 µM | actives 0.68% (n = 320,000) | AID 2057 | Q07820 | GST-MCL1 / FITC-Bim-BH3 fluorescence polarization;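 active = inhibition above the mean inhibition of all tested compounds plus 3 SD, set per campaign, cut at about 40% in these data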;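 also: 0% = DMSO wells and 100% = unlabeled Bim-BH3 peptide control; higher means more loss of mP so more displacement of Bim peptide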
MEX-5 binding: C. elegans MEX-5 TCR-2 RNA binding activity | Q9XUB2 | MEX-5/FITC-TCR2 RNA binding, fluorescence polarization; stronger effect = lower value | activity score (negative = inhibition of binding), % at 10 µM | actives 0.38% (n = 300,000);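 active = inhibition past about -25% in most replicates, and total fluorescence under double the plate's negative control median, limit read from the data; inconclusive = replicates evenly split on the limit, or fluorescence at least double controls; inactive = too little inhibition in most replicates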;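 also: 0% = DMSO and -100% = 5 µM competing unlabeled TCR2 RNA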
Target sequence (Q9XUB2 whole entry, looked up): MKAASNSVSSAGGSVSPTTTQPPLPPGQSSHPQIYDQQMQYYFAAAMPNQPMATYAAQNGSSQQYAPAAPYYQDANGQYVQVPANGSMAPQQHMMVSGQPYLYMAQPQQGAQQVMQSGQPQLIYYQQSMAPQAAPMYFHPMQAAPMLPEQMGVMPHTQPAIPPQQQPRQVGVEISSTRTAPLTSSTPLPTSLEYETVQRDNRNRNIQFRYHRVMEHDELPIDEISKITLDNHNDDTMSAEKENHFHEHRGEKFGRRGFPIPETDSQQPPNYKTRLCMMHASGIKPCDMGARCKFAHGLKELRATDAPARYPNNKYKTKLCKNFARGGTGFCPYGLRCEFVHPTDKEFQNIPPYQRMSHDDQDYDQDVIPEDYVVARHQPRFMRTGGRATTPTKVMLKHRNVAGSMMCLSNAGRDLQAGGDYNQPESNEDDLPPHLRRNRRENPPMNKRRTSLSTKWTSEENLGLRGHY
EBNA-1 inh: blocks EBNA-1 binding to DNA; EBNA-1 DNA binding, fluorescence polarization; inhibition, % at 14.8 µM; actives 0.34% (n = 300,000); AID 1950; in the data active = inhibition above about 28%
GLD-1 RNA inh: GLD-1-TGE RNA interaction inhibition (C. elegans); purified GLD-1 + fluorescein TGE RNA, fluorescence polarization; inhibition, % at 5.96 µM; actives 0.44% (n = 320,000);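 active = percent inhibition above a per-plate cutoff, the plate mean of test compounds plus 3 SD, cut at about 30% in these data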;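 also: 0% = DMSO wells with GLD-1 and probe and 100% = wells lacking GLD-1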
Target sequence (Q17339 whole entry, looked up): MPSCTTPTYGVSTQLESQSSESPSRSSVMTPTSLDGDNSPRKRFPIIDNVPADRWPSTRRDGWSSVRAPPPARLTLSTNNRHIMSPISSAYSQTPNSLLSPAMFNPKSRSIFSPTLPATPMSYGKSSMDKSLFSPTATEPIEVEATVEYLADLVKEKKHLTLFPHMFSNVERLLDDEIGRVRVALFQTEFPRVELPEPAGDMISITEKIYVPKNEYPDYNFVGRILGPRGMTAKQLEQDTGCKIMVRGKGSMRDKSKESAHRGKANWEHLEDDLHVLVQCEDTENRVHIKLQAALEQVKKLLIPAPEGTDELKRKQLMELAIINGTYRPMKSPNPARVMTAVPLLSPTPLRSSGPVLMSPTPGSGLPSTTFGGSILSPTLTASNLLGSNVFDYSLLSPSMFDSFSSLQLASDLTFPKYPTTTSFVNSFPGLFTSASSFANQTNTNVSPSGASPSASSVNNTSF
Efflux pump mplx: antifungal efflux pump inhibition, Nile Red retention; AID 485275; inhibition, % at 10 µM; actives 0.44% (n = 330,000); S. cerevisiae Candida pump triplex;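 active = plate passing quality check with inhibition over a set limit, or well fluorescence over plate mean plus 4 SD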;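 also: Nile Red retained in pooled yeast measured as flow cytometry median fluorescence; 0% = buffer negative control and 100% = Enniatin B positive control; higher means more Nile Red kept so more efflux inhibition; some compounds called inactive have numbers as strong as hits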
Bcl-xL primary: Bcl-xL (human) inhibition | Q07817 | GST-Bcl-xL / FITC-Bim BH3 peptide fluorescence polarization | inhibition, % at 10.9 µM | actives 0.7% (n = 320,000) | AID 2129;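 active = inhibition above the mean of all tested compounds plus 3 SD, cutoff set per campaign, cut at about 30% in these data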;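 also: 0% = DMSO wells and 100% = unlabeled Bim-BH3 peptide competitor; inhibitors lower millipolarization by displacing the labeled peptide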
Yeast superoxide: lowers age-related superoxide in aged yeast cells | actives 0.18% (n = 330,000) | AID 2690 | superoxide response (% of plate mean), % at 10 µM | S. cerevisiae aged cells, superoxide DHE fluorescence; stronger effect = lower value;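 active = superoxide response under a set limit, about three screen SD below normal, cut at about 65% in these data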;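 also: yeast aged for seven days with compound at 30 °C before DHE staining; 100% = average MFI of all compound-treated wells on the plate with controls excluded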
An asterisk follows results filed as active; ? = inconclusive; . = no result given; + = active, no number.

The line under a structure holds: ZTA counter	Fam108B counter	MCL1-BIM inh	MEX-5 binding	EBNA-1 inh	GLD-1 RNA inh	Efflux pump mplx	Bcl-xL primary	Yeast superoxide
CCOC(=O)C1CCCN(C(=O)c2ccc(CS(=O)(=O)Cc3ccccc3C)o2)C1 (stereo not given)
    -6.6	4.1	8.6	0.0	6.8	-1.2	0.0	7.6	84.4
OCC1(Cc2ccc(Cl)cc2)CCN(CCCc2ccccc2)CC1
    13.8	-1.0	1.6	2.4	-17.1	-0.1	0.1	7.7	109.9
COc1ccccc1OCC(=O)Nc1ccc(S(=O)(=O)NC(C)=O)cc1
    -8.8	-2.0	3.5	2.3	-0.2	4.0	0.0	11.3	96.8
O=C(CN1CCN(Cc2ccc(F)cc2)CC1)Nc1nc2ccccc2s1
    12.8	0.1	10.0	0.6	0.6	9.5	-0.1	6.6	95.5
Cc1cc(C)cc(C(=O)NC(CC(N)=O)c2ccc(NC3CCCCCC3)c([N+](=O)[O-])c2)c1 (stereo not given)
    -23.5	-0.7	1.4	1.5	4.5	0.4	-0.1	2.7	87.7
CCOC(=O)c1c(C)[nH]c(C)c1C(=O)COC(=O)/C=C/c1cccc(F)c1
    1.5	-5.9	-12.3	3.8	1.4	-10.3	0.2	-2.3	79.8
COc1cc(C(=O)Nc2ccc(S(=O)(=O)Nc3ncccn3)cc2)c([N+](=O)[O-])cc1OC
    1.8	5.0	2.2	0.4	1.4	3.5	0.1	3.9	107.5
FC(F)(F)c1cnc(N2CCSCC2)c(Cl)c1
    18.0	-3.5	-5.7	1.2	7.3	0.3	-0.1	-1.6	97.8
Cc1nn(CCC#N)c(C)c1Oc1ccccc1O
    -1.1	-4.8	-5.2	-1.3	-0.3	4.6	0.0	1.7	84.9
COc1ccccc1CNC(=O)CSc1nnc2c(Cl)cc(C(F)(F)F)cn12
    2.0	2.5	0.1	1.3	6.8	0.3	-0.1	1.7	96.0
Cc1ccc(C)c(OCC(=O)Nc2cc(C)on2)c1
    9.1	-0.6	4.8	-0.9	6.6	2.9	0.1	2.1	78.3
CCc1ccc(OCc2nnc(SCC(=O)NCC3CCCO3)n2C)cc1 (stereo not given)
    16.7	-4.2	3.5	-2.9	5.9	3.8	-0.2	0.8	91.7
CC(C)c1onc(C(=O)Nc2cccnc2Cl)c1[N+](=O)[O-]
    -4.6	-3.5	10.7	1.3	6.9	-1.2	0.0	3.6	99.4
CN(C(=O)C1CCCCC1)C1(C)CCS(=O)(=O)C1 (stereo not given)
    0.3	4.0	-0.7	-3.1	3.5	-5.8	0.0	0.1	102.7
CC(Sc1ncn[nH]1)C(=O)NCc1ccccc1 (stereo not given)
    3.9	5.4	11.4	-0.3	4.9	8.5	-0.3	1.3	75.7
O=C(c1ccccc1)N1CCN(C2c3cccc4cccc(c34)C2NS(=O)(=O)c2ccccc2)CC1 (stereo not given)
    -11.5	-5.0	12.8	2.5	-7.7	8.3	-0.1	3.9	81.4
CCN(CC(=O)Nc1ccc(NC(C)=O)cc1)CC(=O)Nc1cccc(Cl)c1
    14.0	-0.6	2.7	-3.1	4.1	5.1	0.1	3.0	101.7
C/C(=N\Nc1nc(N)cc(Cl)n1)c1cccc([N+](=O)[O-])c1
    10.8	1.6	6.3	0.4	4.9	-1.1	0.2	4.8	90.6
O=C1c2cccc3c(O)ccc(c23)C(=O)N1Cc1ccccc1
    -0.1	28.4*	+	?	-4.2	+	-0.2	+	75.7
COC(=O)Cc1ccc(NC(=S)N2CCN(CCO)CC2)cc1
    3.7	-0.8	-3.4	-0.6	2.3	-2.0	0.0	-1.3	87.5
CCOC(=O)C1(Cc2ccc(Cl)cc2)CCN(C(=O)C2CCCO2)CC1 (stereo not given)
    2.3	2.7	-3.6	0.9	7.9	0.5	0.0	5.5	98.7
CCN1CCN(S(=O)(=O)c2ccc(Cl)c(C(=O)Nc3ccccc3N3CCCC3)c2)CC1
    -3.8	2.1	8.3	2.0	-3.0	8.3	0.1	6.6	94.8
O/N=C/c1ccn(-c2ccc(Br)cc2)c1
    -6.9	-1.9	0.4	1.2	-5.8	-1.8	0.2	-0.7	106.9
COc1ccc(NC(=O)CSc2nnc(C3CCCCC3)n2N)cc1OC
    3.3	-0.9	-0.7	1.6	-3.4	0.2	0.1	-6.9	108.7
CC(C)[C@@H]1NC(=O)c2cc([N+](=O)[O-])cc(I)c2OCC[C@@H](C(N)=O)NC(=O)[C@H](CCC(=O)O)NC1=O
    3.6	5.0	2.3	-3.1	-11.9	-1.0	-0.1	8.2	98.2
CC(C)(C)OC(=O)N1CCCN(C(=O)Nc2ccc(OC(F)(F)F)cc2)CC1
    -17.9	0.1	0.6	1.4	-12.6	6.6	0.0	4.9	125.5
CN(C)CCNC(=O)c1ccc2c(=O)n(Cc3ccc(Cl)cc3)c(=S)[nH]c2c1
    0.0	-6.5	-15.5	1.6	1.5	-8.6	-0.1	-22.6	94.1
CCOC(=O)c1cccc(N/C=C/C(=O)c2ccc(OC)c(OC)c2)c1
    -1.0	5.7	-0.4	-2.4	-5.9	-9.6	0.2	-5.3	97.3
Cc1ccc(C(=O)NC2CCN(C(=O)N3CCOCC3)CC2)cc1
    5.0	2.6	7.8	0.2	-24.1	3.1	-0.3	1.6	84.6
CSCCC(NC(=O)c1ccco1)C(=O)N1CCCC(C(F)(F)F)C1 (stereo not given)
    -1.1	.	2.5	.	.	3.3	0.2	-0.4	79.0
O=[N+]([O-])c1ccccc1SNc1ccccn1
    4.5	6.7	13.2	2.2	-15.9	1.2	0.2	5.3	108.9
COc1ccc(C)cc1S(=O)(=O)N(C)CC(=O)N1CCN(c2ccccc2)CC1
    2.2	2.0	0.1	-4.5	-2.9	-8.0	-0.3	-0.8	107.7
O=C(CCn1c(=O)[nH]c2ccsc2c1=O)N(CCc1ccccc1)Cc1ccccc1
    4.1	-2.6	10.9	0.7	-6.0	3.0	0.0	11.1	87.6
Cc1c(NC(=O)CN2C(=O)NC(C)(c3ccccc3)C2=O)c(=O)n(-c2ccccc2)n1C (stereo not given)
    1.0	-4.9	7.1	1.3	14.9	6.6	0.1	-1.8	97.7
O=[N+]([O-])c1cc([N+](=O)[O-])c(Oc2ccc(F)cc2)cc1NN1CCCCC1
    -4.5	-3.9	6.2	-1.0	-3.6	1.5	-0.1	3.7	103.6
O=C(NN1C(=O)C2C(c3ccccc3)C=CC(c3ccccc3)C2C1=O)c1ccccc1 (stereo not given)
    -20.9	-3.1	-0.2	1.7	-10.0	9.1	0.2	-2.4	96.1
Cc1ccc(S(=O)(=O)N2CCN(CC(=O)N/N=C/c3ccccc3OCC(=O)O)CC2)cc1
    10.3	1.2	0.4	-2.7	-4.5	-2.7	-0.2	7.9	103.6
COc1cc(S(=O)(=O)N2CCCCC2)ccc1NC(=O)c1ccc(F)cc1
    -20.8	3.8	-11.6	1.6	1.7	4.4	0.0	-0.5	107.9
CCOC(=O)N1CCC(NC(=O)Cc2cn(C)c3ccccc23)CC1
    -15.0	2.6	-0.3	-1.8	-2.0	5.3	-0.2	-4.2	88.8
COc1ccccc1C(=O)Nc1cccc2cccnc12
    3.3	-5.7	-0.5	1.7	2.5	7.8	-0.1	1.3	95.5
Cc1ccc(CNC(=S)N(C)C)cc1
    17.6	0.9	2.0	1.6	7.8	2.8	0.0	0.9	103.8
Cc1ccc(C(=O)NNC(=S)NC(=O)c2ccc(Cl)cc2Cl)cc1
    2.0	4.8	9.7	2.6	-6.5	-7.4	-0.5	9.1	173.2
NC(=O)Cn1c(=O)n(CCC(=O)Nc2ccc(F)cc2)c(=O)c2sccc21
    1.6	0.8	8.6	2.1	-0.8	2.1	-0.2	9.2	108.0
CCN1CCCC1CN(Cc1cc2ccc(C)cc2[nH]c1=O)C(=S)Nc1ccc(F)cc1 (stereo not given)
    1.1	4.3	7.7	-1.9	-3.3	-0.6	-0.1	7.0	107.6
CCN1/C(=C2\OC(=S)N(C)C2=O)C=Cc2ccccc21
    -4.5	5.2	-2.5	-4.5	-7.0	-8.1	0.5	1.1	82.9
CNc1nc(Cl)c(SC)c(N2CCOCC2)n1
    -9.1	4.2	-1.9	2.8	-10.5	-11.7	0.1	-1.2	82.5
O=c1nc(NC2CCCC2)ccn1Cc1cccc(Br)c1
    2.7	2.7	-1.9	-3.1	14.2	2.3	0.0	3.1	100.0
OC1CCN(c2c3c(nc4cc(-c5ccc(F)cc5)nn24)CCC3)CC1
    7.8	0.0	3.7	3.2	7.8	3.0	-0.1	1.2	103.4
CCOCCCNC(=S)Nc1ccc2nc(N3CCOCC3)cc(C)c2c1
    -4.3	-2.6	-5.5	-0.7	-19.3	6.9	0.2	-3.3	116.2
CCOc1ccc(/C=C/C(=O)c2c(O)cc(C)oc2=O)cc1
    -24.6	-2.5	-43.6	3.2	-5.7	-21.5	-0.2	-28.7	107.0
CCOc1cc(S(=O)(=O)Nc2ccccn2)ccc1F
    -5.7	-1.9	6.4	0.0	1.6	1.0	-0.1	8.2	99.3
CCc1cc(=O)oc2cc(C)cc(OCC(=O)NCC3CCC(C(=O)O)CC3)c12 (stereo not given)
    17.2	-3.4	2.2	0.6	1.4	-5.0	0.2	6.3	80.7
COc1ccc(CCNC(=O)C2CCN(c3ccc(N4CCOCC4)nn3)CC2)c(OC)c1
    -3.7	0.1	5.5	-0.7	4.8	0.2	0.3	1.9	99.4

Individual results from the results shown:
Entry for `CCOCCCNC(=S)Nc1ccc2nc(N3CCOCC3)cc(C)c2c1` under Bcl-xL primary: -3.3
Entry for `CSCCC(NC(=O)c1ccco1)C(=O)N1CCCC(C(F)(F)F)C1` (stereo not given) under Yeast superoxide: 79.0

The order is random; overall some 2.3% were active at least once.
